FXN GAA850 act: FXN promoter activators, primary screen, cell-based, luciferase luminescence, HEK293 lucGAA850; activation, % at 6 µM; HEK293 lucGAA850 FXN promoter luciferase reporter, 24 h; percent of 10 µM SAHA response; 360,000 tested, 0.56% active; AID 540364, 2011;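 active means activation above the average of all compounds screened plus 3 SD, cutoff fixed separately per campaign, cut at about 7.5% in these data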;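 further: 0% = DMSO wells and 100% = 10 µM SAHA wells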
ssDAF12 agonist: S. stercoralis DAF-12 nuclear receptor activators, primary screen, cell-based, luminescence, HEK293, GRIP1 co-expression, lit1-tk-luc. activation, % at 6.8 µM. Nuclear hormone receptor DAF-12 (Strongyloides stercoralis). 370,000 tested, 1% active. HEK293 ssDAF-12/GRIP1 lit1-tk-luc reporter; % of 3 µM dafachronic acid response;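 active means activation above the mean over all tested compounds plus 3 SD, cut at about 0.9% in these data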;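 further: 0% = DMSO-only wells and 100% = 3 µM delta7-dafachronic acid wells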
DAX1 inh-1: DAX1 (NR0B1) inhibitors on StAR promoter, primary screen, cell-based, luminescence, SF-1 (NR5A1), full-length DAX-1 | HEK293T StAR-luciferase reporter, SF-1/DAX-1 repression relief | inhibition, % at 6.8 µM | 370,000 tested, 1.1% active | AID 652010, 2013;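 active means inhibition above the mean over all tested compounds plus 3 SD, cut at about 3.6% in these data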;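 further: 0% = DAX-1 cells with DMSO and 100% = cells lacking DAX-1 with DMSO; higher inhibition means more luminescence from relief of DAX-1 repression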
hcDAF-12 act: H. contortus DAF-12 nuclear receptor activators, primary screen, cell-based, luminescence, HEK293, lit1-tk-luc reporter. HEK293 hcDAF-12 lit1-tk-luc reporter; 0% DMSO, 100% Δ7-dafachronic acid. activation, % at 6.8 µM. 370,000 tested, 1.4% active. AID 652067, 2013;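 active means activation above the mean of all tested compounds plus 3 SD, cut at about 5.5% in these data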;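 further: 100% = response to 3 µM Δ7-dafachronic acid high control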
hgDAF-12 ag: H. glycines DAF-12 receptor agonists, primary screen, cell-based, luminescence, HEK293, GAL4 fusion, UAS-luciferase; HEK293 GAL4-hgDAF12 UAS-luciferase reporter, agonist luminescence; normalized to butyrate control; activation, % at 6.8 µM; AID 687014, 2013; 370,000 tested, 1.8% active;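 active means activation above a cutoff set at the mean of all screened compounds plus 3 SD, cut at about 10% in these data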;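 further: 0% = DMSO wells and 100% = sodium butyrate wells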
PLC-beta3 inh: human PLC-beta3 inhibitors, primary screen, biochemical, fluorescence | 1-phosphatidylinositol 4,5-bisphosphate phosphodiesterase beta-3 (Homo sapiens), Q01970 | 370,000 tested, 0.18% active | inhibition, % at 12.2 µM | Purified PLC-beta3, fluorogenic substrate; in the data active means inhibition above about 11%;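 further: 0% = median of compound wells on plate and 100% = full blocker control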
SMARCA2 activ: SMARCA2 (BRM) function activators, primary screen, cell-based, luminescence, high throughput. MG213 cells, MMTV-luciferase reporter, dexamethasone, overnight. activation, % at 9.1 µM. 370,000 tested, 1% active. AID 652017, 2013; in the data active means activation above about 7.8%;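 further: 0% = vehicle wells and 100% = reference activator wells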
NR1D1 modulator: modulators of Rev-erb alpha DNA binding, primary screen, biochemical, FITC-DNA, fluorescence polarization, uHTS. activity, % at 10 µM. Nuclear receptor subfamily 1 group D member 1 (Homo sapiens), P20393. Rev-erbα–FITC-DNA binding, 90 min. 370,000 tested, 0.79% active;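 active means activity above about 14%, limit read from the data; passing the limit was not always enough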;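 further: 0% = DMSO wells with 35 nM protein and 100% = DMSO wells with 750 nM protein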
Target sequence (P20393 whole entry, looked up): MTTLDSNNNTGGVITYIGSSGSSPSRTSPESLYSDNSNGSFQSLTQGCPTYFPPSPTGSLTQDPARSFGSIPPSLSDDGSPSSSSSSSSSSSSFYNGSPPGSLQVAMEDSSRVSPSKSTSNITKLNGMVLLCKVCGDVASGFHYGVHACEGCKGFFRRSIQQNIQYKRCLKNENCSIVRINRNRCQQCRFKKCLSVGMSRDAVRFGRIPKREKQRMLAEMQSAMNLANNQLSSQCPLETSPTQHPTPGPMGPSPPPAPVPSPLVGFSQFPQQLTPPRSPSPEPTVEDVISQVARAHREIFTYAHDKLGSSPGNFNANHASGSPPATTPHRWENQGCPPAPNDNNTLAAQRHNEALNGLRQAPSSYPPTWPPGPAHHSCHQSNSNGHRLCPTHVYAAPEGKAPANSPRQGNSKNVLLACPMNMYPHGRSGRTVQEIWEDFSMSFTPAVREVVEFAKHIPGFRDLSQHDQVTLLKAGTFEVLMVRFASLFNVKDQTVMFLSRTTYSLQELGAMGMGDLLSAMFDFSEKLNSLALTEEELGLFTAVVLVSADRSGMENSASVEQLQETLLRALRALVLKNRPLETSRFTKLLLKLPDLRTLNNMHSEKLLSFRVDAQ
PG9 binder: binders of HIV-1 gp120 antibody PG9, primary screen, biochemical, TR-FRET; AID 624416, 2012; TR-FRET gp120-PG9 antibody binding; inhibition, % at 6.7 µM; HIV-1 gp120 / PG9 antibody interaction; 360,000 tested, 0.43% active; in the data active means inhibition above about 8.5%
HGIII-sPLA2 inh: human group III sPLA2 inhibitors, primary screen, biochemical, QFRET, BODIPY PC-A2 liposome substrate; Group 3 secretory phospholipase A2 (Homo sapiens), Q9NZ20; QFRET BODIPY PC-A2 liposome hydrolysis, fluorescence; inhibition, % at 12.2 µM; 370,000 tested, 0.56% active; AID 743126, 2013;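 active means inhibition above mean plus 3 SD of compounds lying within the high and low control bounds, cut at about 19% in these data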;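 further: 0% = median of test compound wells and 100% = no enzyme DMSO wells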
DAX1 inh-2: DAX1 (NR0B1) inhibitors, primary screen, cell-based, HEK293, Gal4-DAX1, luciferase luminescence; AID 504766, 2011; 340,000 tested, 0.99% active; HEK293 Gal4-DAX1 luciferase reporter; Nuclear receptor subfamily 0 group B member 1 (Homo sapiens), P51843; inhibition, % at 6.75 µM;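 active means inhibition above the mean over all tested compounds plus 3 SD, cut at about 4.2% in these data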;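 further: 0% = DAX1-transfected cells with DMSO and 100% = empty-vector control cells with DMSO; inhibition shows as a rise in luminescence from relieved DAX1 repression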
Target sequence (P51843 207-470 limits assumed): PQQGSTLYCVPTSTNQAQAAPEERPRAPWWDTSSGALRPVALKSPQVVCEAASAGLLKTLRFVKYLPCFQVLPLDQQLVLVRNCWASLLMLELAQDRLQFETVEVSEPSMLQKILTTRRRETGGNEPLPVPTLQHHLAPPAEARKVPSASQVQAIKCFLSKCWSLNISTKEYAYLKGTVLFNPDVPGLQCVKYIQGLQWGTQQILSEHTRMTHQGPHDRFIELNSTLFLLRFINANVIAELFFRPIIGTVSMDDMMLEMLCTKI
Numbers without * were called inactive; i = inactive; x = not tested or not shown.

Below each SMILES – PLC-beta3 inh, NR1D1 modulator, SMARCA2 activ, DAX1 inh-1, ssDAF12 agonist, hcDAF-12 act, DAX1 inh-2, FXN GAA850 act, PG9 binder, hgDAF-12 ag, HGIII-sPLA2 inh
> COc1cccc(CN(C(=O)Cc2c[nH]c3ccccc23)C(C(=O)NC2CCCCC2)c2ccc(C)o2)c1 (stereo not given)
→ -2, -1, -3, -0.4, -1.2, -1.9, -1.1, 0.7, -2.6, -3.1, -81
> CN(Cc1ccccc1)C(=O)OCc1cn(Cc2cccc(Cl)c2)nn1
→ -6, 9, -3, -0.4, -0.7, -2.5, x, x, x, -0.7, 0
> Cc1nc(SCC(=O)N2c3ccccc3Sc3ccccc32)n[nH]1
→ 2, -2, -2, -0.2, -1.3, -1.4, -1.1, 2.0, -1.2, -1.7, -8
> Cc1ccc(C(=O)N(Cc2ccc3c(c2)OCO3)Cc2nc3ccccc3c(=O)[nH]2)cc1
→ -1, 0, -4, -0.4, -1.4, 0.4, -0.6, -1.2, -1.5, -1.1, -13
> CSCC[C@H](NC(=O)c1ccc(Cl)c(S(=O)(=O)N2CCCC2)c1)c1nc2ccccc2[nH]1
→ 3, 3, -2, 0.0, -1.4, -1.3, -0.8, 0.2, -0.3, -0.4, -13
> O=C(Nc1cc(S(=O)(=O)N2CCOCC2)ccc1OCC(F)(F)F)C1=COCCO1
→ -10, -2, 0, -1.3, -1.4, -0.2, -0.2, 0.1, 1.6, 4.7, 1
> CCC1CCc2c([nH]c3ccccc3c2=O)O1 (stereo not given)
→ 0, -1, -5, -0.1, 0.2, 0.0, 3.6, 1.0, -0.7, 0.0, 12
> O=C1CN(CN2CCCCC2)C(=O)CN1CN1CCCCC1
→ -1, 1, -4, -0.6, -0.5, 0.3, x, x, -0.2, 0.8, 13
> CC(=O)N1CCN(c2ccc(NC(=O)c3ccc([N+](=O)[O-])cc3)cc2)CC1
→ -3, -4, -2, -0.6, -1.1, -2.3, -2.5, 1.1, -1.9, -0.9, -1
> O=C(CSc1ncn[nH]1)Nc1c(Br)cc([N+](=O)[O-])cc1Br
→ 2, 4, 2, -0.5, -0.4, -2.7, 0.0, 2.4, -1.6, 0.3, -22
> COc1cc2c(cc1OC)C(=O)N1[C@H]3c4cc(Cl)ccc4OC[C@@H]3[C@H](c3ccccc3)[C@]1(C)C(=O)N2
→ -7, 5, -1, -1.3, -1.9, -2.7, -0.7, -5.9, -1.4, 2.5, -4
> COc1ccc(N(C)S(=O)(=O)c2cccc(C(=O)N(C)Cc3ccc(C)o3)c2)cc1
→ -1, 2, -3, -0.8, -1.2, -1.0, 0.4, 1.7, -1.5, 1.8, -14
> COc1ccc(-c2noc(C3CCCN(S(=O)(=O)c4ccc(C)c(Cl)c4)C3)n2)cc1OC (stereo not given)
→ 1, 0, -1, 0.0, -1.1, -1.4, 0.6, -0.9, 0.7, -1.0, -2
> COc1ccc(NC(=O)N(C)C[C@H]2Oc3ccc(NC(=O)C4CC4)cc3CC(=O)N([C@@H](C)CO)C[C@@H]2C)cc1
→ -3, -2, -4, 1.5, -1.4, -1.2, 0.8, -0.3, -1.1, -1.6, 10
> Cc1occc1-c1nnc(SCC(=O)c2ccccc2)n1CC1CCCO1 (stereo not given)
→ -2, -7, -1, -0.7, -0.8, -0.6, -0.9, 0.2, -2.2, -0.1, -21
> Cc1ccc(/C=N/n2c(-c3ccc(Cl)cc3)n[nH]c2=S)s1
→ 0, -26, -3, 0.2, -1.4, -1.1, 0.3, 2.6, 0.6, 2.2, 1
> O=C(CCCN1C(=O)/C(=C/c2ccccc2Cl)SC1=S)Nc1cccnc1
→ -3, 2, -2, -0.4, -1.2, -0.9, 0.2, -15, -2.2, -2.5, -5
> O=C(CSc1nnnn1-c1ccccc1)Nc1ncc2c(n1)CC(c1ccccc1)CC2=O (stereo not given)
→ 9, 2, -3, 0.8, -1.3, -2.4, 0.3, 1.5, -1.3, 2.6, -8
> CCOC(=O)c1c(C)cc(C)n2c1nc1ccccc12
→ i, -2, -3, 0.1, -1.0, 0.1, 0.6, 0.5, 1.0, -0.5, -6
> Cc1cc(C(=O)N2CCc3ccccc32)c2cc(F)ccc2n1
→ -4, 11, 3, 0.5, 0.1, 1.0, 0.1, 4.9, 0.1, 6.5, 0
> COc1cccc(/C=N\Nc2nncc(-c3ccccc3)n2)c1
→ -4, -10, -3, 0.2, -1.6, -0.4, -0.6, -0.5, 0.0, 0.2, -1
> CCOC(=O)/C=C1\SCC(=O)N1CC(=O)Nc1ccc(OC)c(OC)c1
→ -1, 0, -3, 0.0, -0.9, 1.2, -1.2, -1.0, 0.6, -1.6, -4
> O=C(CSc1nc2ccc(Cl)cc2[nH]1)NCc1ccco1
→ 1, 5, 0, -0.3, -1.7, -0.3, -0.1, -1.5, -1.6, 0.2, -1
> Cc1ccc(C(C)C)c(OCc2nnc(SCC(=O)Nc3nccs3)n2C)c1
→ -4, -2, -4, 0.7, -0.8, -0.5, 1.1, -4.5, 3.0, -4.2, 1
> COC(=O)[C@]12C[C@H](CC(=O)NCCc3ccccc3OC)C(=O)N(Cc3ccccc3)C1=C[C@H](C(C)(C)C)O[C@@H]2C
→ 3, 1, -4, -0.9, -0.8, -1.2, x, x, -0.9, 0.0, -3
> CC(C)n1ncc2c(C(=O)N3CCN(c4ccccc4)CC3)cc(-c3ccccc3)nc21
→ -14, 9, -3, -1.4, -1.2, -1.6, 0.2, 2.0, 0.0, -0.5, 11
> COc1cccc(CN2CC(C(=O)N(C)Cc3ccc(C)cc3)CCC2=O)c1 (stereo not given)
→ -5, -8, 0, -0.2, -1.1, 0.7, -1.0, 2.7, 0.2, 4.8, 5
> CC(C)c1c(C(=O)N/N=C/C2CC=CCC2)nnn1-c1nonc1N (stereo not given)
→ -6, -2, 1, -0.3, -1.2, -2.5, -0.2, 0.9, -1.5, 0.6, -2
> O=S(=O)(Cc1cccc(C(F)(F)F)c1)c1ncn[nH]1
→ 0, -1, -4, -0.1, -0.8, -1.7, 3.2, -0.1, 3.1, 1.7, -4
> CN(C)CCNC(=O)c1cccc2nc3cccc(F)c3nc12
→ -44, 0, 52*, -3.8, 1.5*, 18*, 0.7, 25*, -8.6, -0.6, 13
> Cc1ccc[n+](CC(=O)Nc2cc(C(F)(F)F)ccc2N2CCOCC2)c1
→ -2, -1, -1, 0.7, -0.3, -1.1, -1.3, 0.4, -1.7, -2.5, -4
> CN(c1ccccc1)S(=O)(=O)c1ccc(Cl)c(C(=O)Nc2nc3ccccc3[nH]2)c1
→ -60, 7, -3, -0.8, -1.4, -4.0, -4.2, -0.9, -1.4, -1.8, 3
> COc1cccc(CN2CCN(Cc3ccc(OC)c(OC)c3)CC2CCO)c1 (stereo not given)
→ 1, 5, -2, -0.5, -1.3, -1.6, 0.7, 2.5, -2.8, -1.3, -1
> COc1cc(C)c(C(C)C)cc1S(=O)(=O)n1cnc(C)c1
→ 2, -2, -2, -3.3, -1.5, 0.2, 1.1, -2.5, 2.4, -0.1, -4
> CC(C)CNC(=S)Nc1ccc(S(N)(=O)=O)cc1
→ 3, -4, -1, 0.7, -1.2, -1.4, -0.4, 2.3, 1.6, -0.8, 8
> Cc1ccc(CNC(=O)COC(=O)CCOc2ccc(C)cc2)cc1
→ -9, 4, -1, -0.6, -0.1, -0.5, -0.3, -2.2, -3.4, -0.6, -5
> CCOC(=O)c1sc(NC(=O)CCN2CCC(C)CC2)c(C(=O)OCC)c1C
→ -1, 10, 6, 0.2, -1.4, 2.0, 0.5, 1.1, -0.5, 4.3, -3
> CCOc1ccc(N(CC(=O)NC2CCCC2)C(=O)CSc2nnc(COc3ccccc3)o2)cc1
→ 1, 0, 4, -0.5, -1.3, -1.1, 0.9, -0.3, 0.2, 0.2, -6
> Cc1cc(=O)[nH]c(SCC(=O)Nc2ccc(Br)cc2)n1
→ -11, 5, -3, -0.4, -1.4, 0.8, -1.0, -0.4, -0.7, 1.1, -3
> CN(C(=O)COC(=O)C(Cc1ccccc1)NC(=O)c1ccccc1)c1ccccc1 (stereo not given)
→ 3, -3, 1, -0.1, -0.3, -4.2, -0.7, -0.1, 0.4, -0.4, 2
> CC(C)NC(=O)/C(C#N)=C\c1ccc(N(C)C)c(Br)c1
→ -1, -7, 4, -0.1, -1.5, -0.2, -1.9, 2.5, -0.5, 1.4, 3
> CCOC(=O)C1=C(C)N(C)C(=O)NC1c1cccc(O)c1 (stereo not given)
→ 1, -3, 1, 0.5, -1.5, -1.4, -0.1, 0.4, -1.1, -1.3, 0
> Cc1ccc(CNS(=O)(=O)c2cc3c4c(c2)CCN4C(=O)CC3)cc1
→ 1, -2, -3, 0.1, -1.4, -0.7, -2.0, -0.3, -0.9, -2.0, -4
> CCOC(=O)CCc1c(C)c2ccc(OC3CCCCC3=O)c(C)c2oc1=O (stereo not given)
→ -23, 5, 0, 0.6, -1.5, -1.8, 1.8, 0.4, 0.0, 1.3, 0
> Cc1[nH]n(-c2ccccc2)c(=O)c1/C=N/n1c(C)nc2ccccc2c1=O
→ -22, -2, 0, 0.3, -0.1, -0.7, 0.5, 0.1, -3.7, -0.3, 2
> COc1ccc(CC(=O)NCC2CCCCC2)cc1OC
→ -4, 4, 4, -0.2, -1.3, -1.7, -0.1, 2.0, -2.7, -0.4, -1
> CC(C)C(NC(=O)c1ccccc1)C(=O)NC1=NCCS1 (stereo not given)
→ 1, 9, -1, 0.1, -1.8, -1.9, 0.3, 0.8, -0.3, -0.3, 0
> CCN(CC)c1ccc(NC(=O)COc2ccccc2C#N)cc1S(=O)(=O)Nc1ccc(OC)cc1
→ 0, -1, -1, -0.6, -1.1, -1.0, -1.0, 1.0, -1.1, -0.3, -15
> O=C(NCCS(=O)(=O)c1ccc(Br)cc1)c1c(F)cccc1F
→ -2, 0, -1, -0.7, -0.9, 0.6, 0.9, -2.0, 1.0, -1.6, -1
> O=C(/C=C/c1ccccc1O)c1ccccc1
→ 1, -2, 1, -1.1, -1.0, -0.3, 0.6, 0.7, -0.7, 2.6, 2
> Cc1ccc(CSc2nnc(Cn3c(=O)sc4ccccc43)n2C)cc1
→ 3, -7, 2, 0.7, -1.6, -1.6, 2.2, 0.1, -1.3, -2.9, 5

High-throughput results deposited in PubChem BioAssay by several laboratories.
